Insulin prom inh = TRM-6 insulin promoter activity inhibition; TRM-6 cells (human fetal islet line), insulin promoter-eGFP reporter, imaging; reporter expression induced with tamoxifen; inhibition, % at 2 µM; 0.9% of 130,000 active; AID 1273;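 active = inhibition above the mean plus 3 SD, with well images judged a real hit on visual review, cut at about 60% in these data, passing the limit was not always enough; inconclusive = inhibition over the cutoff but images rejected on review; inactive = inhibition not above the cutoff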
SDO1 yeast rescue = sdo1-depleted yeast growth rescue | S. cerevisiae sdo1-depleted JHY4D growth rescue, OD600 30 h; active compounds read high; pdr5 snq2 efflux-pump mutant strain | z-score at 10 µM | 0.21% of 140,000 active;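 active = z-score above 3 at both the 24 hr and the 30 hr optical density reads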;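 also: z-score against mean and SD of all compound wells on the same plate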
SDO1 yeast rescue Rescue 24 h = second read-out of SDO1 yeast rescue, no call of its own (marks repeat the call); z-score; S. cerevisiae sdo1-depleted JHY4D growth rescue, OD600; measured here: growth rescue at 24 h;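 0 is the plate mean of compound wells and units are plate SD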
* marks the source's active call; other numbers are inactive results; ? = inconclusive; · = not tested or not shown. These rows are one share of the data; rates above refer to the full screens.

| SMILES | Insulin prom inh | SDO1 yeast rescue | SDO1 yeast rescue Rescue 24 h |
| --- | --- | --- | --- |
| Cc1ccc(CC(=O)N2CCN(c3cccc(C(F)(F)F)c3)CC2)cc1 | 20 | -0.82 | 0.16 |
| Cc1cc(NC(=O)COC(=O)C2CCN(S(=O)(=O)c3cccc(Cl)c3Cl)CC2)no1 | -37 | -1.5 | -0.58 |
| CCOc1ccc(NCC(=O)Nc2ccc(C)cc2C)cc1 | -151 | 0.11 | -0.74 |
| OC(c1ccc(Cl)cc1)c1nnc(-c2ccccc2)o1 (configuration not stated) | 36 | 1.3 | 2 |
| COc1ccc(C(=O)Nc2ccc(F)cc2F)cc1 | 71 | 0.53 | -0.32 |
| Cc1ccc2cc(C#N)c(NCCCNC(=O)C3CCCO3)nc2c1 (configuration not stated) | -9 | 0.91 | 1.2 |
| COc1ccc(S(=O)(=O)N2CCCN(S(=O)(=O)c3ccc(OC)c(C)c3)CC2)cc1C | -125 | -0.7 | 0.22 |
| O=Cc1cccn1Cc1ccc(Cl)cc1Cl | 7 | -1.4 | -1.2 |
| CCCCOC(=O)c1ccc(NC(=O)c2cc(Cl)ccc2OC)cc1 | 35 | -0.95 | 0.02 |
| Nc1c(CO)nnn1-c1ccccc1 | -30 | -0.34 | -1 |
| Cc1ccc(NC(=O)CN(C)C(=O)c2ccc(C(F)(F)F)cc2)cc1 | 38 | 0.61 | -1.1 |
| CCOc1cc(NC(=S)NCC(C)C)c(OCC)cc1NC(=O)c1ccco1 | 7 | -1 | -1.3 |
| COc1ccc(-c2c(C#N)c(N)nc3c2CCc2ccccc2-3)cc1OC | -87 | -1.5 | -1.1 |
| O=C(Cc1ccc(Cl)cc1Cl)Nc1ccc(OC(F)F)c(Cl)c1 | 24 | 0.46 | 1.4 |
| Cc1csc(NC(=O)CSc2nnc(NC(=O)COc3ccccc3)s2)n1 | 36 | -0.61 | -0.87 |
| O=C(N/N=C\c1ccccn1)c1ccccc1O | 29 | · | · |
| CCCCCc1cc(O)c2c(C)cc(=O)oc2c1 | · | -1.9 | -1.2 |
| CS(=O)(=O)N1CCC(C(=O)N2CCN(c3cccc(Cl)c3)CC2)CC1 | 47 | · | · |
| Cc1ccccc1-n1c(-c2ccc(Cl)cc2)cnc1SCC(=O)NC1CCS(=O)(=O)C1 (configuration not stated) | 17 | -1.2 | -1.5 |
| Cc1ccnc(NS(=O)(=O)c2ccc(NC(=O)C3CCCO3)cc2)n1 (configuration not stated) | · | 0.48 | -0.09 |
| CCc1nc(NCC2CCCO2)c(C#N)c2c1COC(C)(C)C2 (configuration not stated) | 36 | -0.42 | -0.25 |
| CCCn1c2c(c(O)c(C(=O)Nc3nc(C)cs3)c1=O)CCCC2 | · | -0.06 | 0.05 |
| C1CCc2c(nnc3c2-c2nonc2CC3)C1 | · | 1.1 | 0.36 |
| CCCCCN(C(=O)NC(=O)Nc1nncs1)S(C)(=O)=O | · | -0.13 | -0.84 |
| CCN(CC)CCNC(=O)c1ccc2c(=O)n(C3CCCC3)c(=S)[nH]c2c1 | -13 | 0.5 | 0.47 |
| Cc1cccc(-c2noc(-c3ccc(Cl)cc3[N+](=O)[O-])n2)c1 | 7 | 0.01 | 0.07 |
| COc1ccc(C)cc1NC(=O)C(OC(=O)CNC(=O)c1ccc(Oc2ccccc2)cc1)c1ccccc1 (configuration not stated) | -3 | 0.09 | -0.65 |
| O=C(Nc1ccccc1C(=O)NCc1ccccc1)c1ccccc1 | 10 | -0.9 | -0.81 |
| COc1ccccc1OCCC(=O)OCC(=O)NC(=O)NC(C)(C)C | 25 | 0.55 | -0.18 |
| O=C(NCc1ccc(F)cc1)c1cccc2c1C(=O)N(Cc1cccnc1)C2 | -100 | · | · |
| Cc1c(NC(=S)N/N=C/C=C/c2ccc([N+](=O)[O-])cc2)c(=O)n(-c2ccccc2)n1C | 13 | 1.4 | 1.1 |
| COc1ccc(CNC(=O)c2cnc(C)cn2)c(OC)c1 | · | 0.1 | -0.33 |
| COc1ccc(C(=O)Nc2cc(C)on2)cc1[N+](=O)[O-] | 67 | · | · |
| O=C(NCc1ccc2c(c1)OCO2)c1cnc2ccccn2c1=O | · | 1.5 | 1.3 |
| CCOC(=O)C(C)Sc1nc(-c2cccs2)ccc1C#N (configuration not stated) | · | -1.5 | -1.1 |
| O=S(=O)(NC1c2cccc3cccc(c23)C1N1CCN(CCO)CC1)c1ccccc1 (configuration not stated) | -27 | 0.58 | -0.32 |
| CCNC(=O)COC(=O)c1cc(=O)[nH]c2ccccc12 | -17 | -0.52 | -1.2 |
| CCOC(=O)N1CCC(Nc2cc(C)nc3c(-c4ccccc4OC)c(C)nn23)CC1 | -20 | 0.57 | 0.36 |
| O=C(c1ccc2c(c1)OCO2)N1CCN=C1SCc1ccccc1 | 10 | 0.23 | -0.75 |
| O=C(CCN1C(=O)c2ccccc2C1=O)Nc1cccc(F)c1 | -23 | 0.65 | -0.42 |
| CCOC(=O)CSC1=C(C#N)C(c2ccccc2OCC)C(C(=O)OCC)C(=O)N1 (configuration not stated) | · | -0.24 | -0.5 |
| COc1ccc(/C=C2\CN(Cc3ccccc3)C/C(=C\c3ccc(OC)cc3)C2=O)cc1 | 0 | -0.04 | 1.6 |
| CCSc1ccccc1C(=O)NCCCn1ccnc1 | -9 | 1.2 | 1.2 |
| Cc1ccc(C2=N/C(=C\c3c(C)nn(-c4ccccc4)c3N3CCCC3)C(=O)O2)cc1 | -53 | 0 | 0.16 |
| O=C(NCCNC(=O)C(c1ccccc1)c1ccccc1)c1ccco1 | -12 | 0.56 | -0.16 |
| Cc1ccc(OCCNC(=O)c2cc(C(=O)NCCOc3ccc(C)cc3)cc([N+](=O)[O-])c2)cc1 | -17 | -0.44 | -0.27 |
| Cn1c(=O)c2c(nc(Cl)n2Cc2ccncc2)n(C)c1=O | 22 | 0.74 | 0.38 |
| COc1ccccc1OCc1ccc(C(=O)N2CCN3CCCC3C2)cc1 (configuration not stated) | -26 | 0.23 | 0.27 |
| Cc1cc(C)c(C#N)c(OCC(=O)c2ccccc2)n1 | · | -0.21 | 0.04 |
| Cc1cccc(C)c1NC(=O)COC(=O)Cc1ccsc1 | 67* | 0.92 | 1.6 |
| Cc1cccc2cc(CN(Cc3nnnn3Cc3ccco3)C3CCCC3)c3nnnn3c12 | -20 | -1.1 | -0.3 |
| CN(Cc1ccccc1)S(=O)(=O)c1ccc2c(c1)n(C)c(=O)n2C | -29 | 0.23 | 0.27 |
| COc1ccc(NC(=O)c2ccc(-n3nc(C)cc3C)cc2)cc1OC | -11 | 0.4 | 0.6 |
| CCN(c1ccccc1)S(=O)(=O)c1ccc(N)cc1 | · | 1.3 | 1.7 |
| Cc1cnc(C(=O)OCC(=O)NCc2ccccc2)cn1 | -10 | 0.51 | 0.49 |
| CCOc1ccc2sc(NS(=O)(=O)c3ccc(OC)c(OC)c3)nc2c1 | 8 | 0.55 | 0.69 |
| CN/N=C/c1ccc(C#N)cc1 | 50 | · | · |
| COc1ccc(-c2cc(C(F)F)n3ncc(C(=O)NCCCN4CCCC4=O)c3n2)cc1 | · | -0.62 | -0.45 |
| CCOc1ccccc1N(CC(=O)Nc1ccc2c(c1)OCCO2)S(C)(=O)=O | 82* | 0.05 | -0.09 |
| COc1ccc(CNCCC(c2ccc(F)cc2)c2ccc(OC)cc2)cc1 (configuration not stated) | -34 | -1.5 | -1.4 |

More compounds follow.
| SMILES | Insulin prom inh | SDO1 yeast rescue | SDO1 yeast rescue Rescue 24 h |
| --- | --- | --- | --- |
| CSc1nc(Sc2ccccc2)c2ccccc2n1 | -3 | -0.96 | -1.2 |
| CCOc1ccc(OCCSc2nc(C)cc(=O)[nH]2)cc1 | · | -0.2 | -0.48 |
| Cc1cc(Br)c2[nH]c3c(c2c1)CCCC3=O | -41 | 0.41 | -0.32 |
| COc1cc(C(=O)Nc2cc(-c3nc4cc(C)ccc4o3)ccc2C)cc(OC)c1OC | 50 | -0.21 | 1.9 |
| CCOc1ccc2c(C)cc(=O)oc2c1OCC | -19 | 0.52 | -0.34 |
| CCOC(=O)c1c(N)sc(-c2ccccc2)c1C | 0 | -1.5 | -1.4 |
| CCOC(=O)N1CCN(C(=O)C2CCN(S(=O)(=O)CC)CC2)CC1 | · | 1.3 | -0.34 |
| COc1cccc(NC(=O)COC(=O)Cc2ccc(Br)cc2)c1 | 0 | · | · |
| COc1cc(C(=O)N2CCN(C(=O)c3ccccc3)CC2)cc(OC)c1OC | · | 1.3 | 0.41 |
| COc1ccc(CC(=O)Nc2ccc(S(=O)(=O)Nc3cc(C)on3)cc2)cc1OC | -15 | 0.22 | -0.06 |
| O=C(CN1CCN(CC(=O)Nc2ccccc2C(F)(F)F)CC1)Nc1ccccc1F | 85* | -0.6 | -0.98 |
| CC1(C)CC(CC(=O)Nc2ccccc2[N+](=O)[O-])C(=O)O1 (configuration not stated) | 0 | 1.9 | 1.6 |

Compound profiles, as listed above:
CSc1nc(Sc2ccccc2)c2ccccc2n1 reads Insulin prom inh: -3; SDO1 yeast rescue: -0.96; SDO1 yeast rescue Rescue 24 h: -1.2
COc1ccc(CC(=O)Nc2ccc(S(=O)(=O)Nc3cc(C)on3)cc2)cc1OC reads Insulin prom inh: -15; SDO1 yeast rescue: 0.22; SDO1 yeast rescue Rescue 24 h: -0.06
CCOc1ccc2c(C)cc(=O)oc2c1OCC reads Insulin prom inh: -19; SDO1 yeast rescue: 0.52; SDO1 yeast rescue Rescue 24 h: -0.34

Next section
| SMILES | Insulin prom inh | SDO1 yeast rescue | SDO1 yeast rescue Rescue 24 h |
| --- | --- | --- | --- |
| CCn1c(COc2ccc(C)cc2)nnc1SCC(=O)Nc1ccc2c(c1)OCCO2 | -64 | -0.42 | -0.2 |
| Cc1ccccc1-c1noc(-c2cccs2)n1 | ? | -1.1 | -1.3 |
| COc1cc(C2C(S(=O)(=O)c3ccccc3)CON2C)ccc1OCc1ccc(F)cc1 (configuration not stated) | -10 | · | · |
| CC(C)CC(COCc1ccc(Cl)cc1)N1CCN(C(=O)c2ccc(Cl)cc2Cl)CCC1=O (configuration not stated) | -55 | -0.64 | -0.25 |
| Cc1c(C#N)c(N=CN(C)C)c(C(=O)c2ccc(Br)cc2)n1-c1ccccc1 | 8 | -1 | -1 |
| N#Cc1c(Sc2ncc(C(F)(F)F)cc2Cl)nsc1C/C=N\OCc1ccccc1Br | -3 | -0.43 | -0.16 |
| Nc1ncnc(N2CCc3ccccc32)c1[N+](=O)[O-] | 43 | · | · |
| CC(=O)c1ccc(N2CCN(S(=O)(=O)c3cccc(S(=O)(=O)N4CCOCC4)c3)CC2)cc1 | 4 | -0.51 | 0.67 |
| N/C(=N\OC(=O)c1ccccc1Cl)c1ccc(Cl)cc1 | 12 | -1.1 | -0.17 |
| Cc1ccc(Nc2nc(N)nc(CN3CCN(C(=O)c4ccco4)CC3)n2)cc1Cl | · | 0.34 | 0.1 |
| C=CCc1cc(/C=C2/NC(=O)N(CC(=O)OC)C2=O)cc(OC)c1O | -55 | · | · |
| CC(C)(C)n1nnnc1C(c1ccc(C(F)(F)F)cc1)N(Cc1ccccc1)Cc1ccco1 (configuration not stated) | 9 | -0.15 | -0.8 |
| O=C(O)CC(C(=O)OC1CCCCC1)N1CCOCC1 (configuration not stated) | 54 | -0.23 | -0.62 |
| CCOC(=O)C(NC(=O)c1ccccc1)(N1CCOCC1)C(F)(F)F (configuration not stated) | · | 1.8 | 1.7 |
| Cc1cc(C(F)(F)F)c(C#N)c(SCC(=O)NC2CC2)n1 | · | -0.79 | -1.5 |
| COC(=O)c1ccc(CC(=O)c2c(C)cc(O)cc2O)o1 | 50 | 0.49 | -0.12 |
| Cc1ccc2c(c1)[nH]c1c(=O)n(CCC3=CCCCC3)cnc12 | 19 | 0.83 | 1.4 |
| COc1ccc(-n2nc3c(c2NC(=O)c2ccc(S(=O)(=O)N4CCOCC4)cc2)CS(=O)(=O)C3)cc1 | 24 | · | · |
| CCn1c(=O)c2ccccc2n2c(SCC(=O)N3CCc4ccccc4C3)nnc12 | · | 0.63 | 1.2 |
| CN(C)CCCNC(=O)CCC1CCCCC1 | -160 | 0.12 | 0.08 |
| CCOC(=O)N1CCN(C(c2ccccc2)c2sc3nc(C)nn3c2O)CC1 (configuration not stated) | -5 | -0.2 | -0.35 |
| CC(/C=C/c1ccccc1)=N\Nc1nc(C)cc(C)n1 | 21 | 0.82 | 1.1 |
| CC(=O)CSc1nnc2cc(C)c3ccccc3n12 | -20 | · | · |
| CCC(=O)Nc1cc(-c2nn(C)c(=O)c3ccccc23)ccc1OC | 16 | 0.08 | -0.16 |

Pulled one by one from the entries so far, 2 records:
| SMILES | Insulin prom inh | SDO1 yeast rescue | SDO1 yeast rescue Rescue 24 h |
| --- | --- | --- | --- |
| CCC(=O)Nc1cc(-c2nn(C)c(=O)c3ccccc23)ccc1OC | 16 | 0.08 | -0.16 |
| COc1ccc(-n2nc3c(c2NC(=O)c2ccc(S(=O)(=O)N4CCOCC4)cc2)CS(=O)(=O)C3)cc1 | 24 | · | · |

New compounds follow
| SMILES | Insulin prom inh | SDO1 yeast rescue | SDO1 yeast rescue Rescue 24 h |
| --- | --- | --- | --- |
| Nc1nnc(Cc2c[nH]c3ccccc23)s1 | 23 | 0.91 | 0.88 |
| O=C(Cn1c(=O)n(Cc2ccco2)c(=O)c2c3c(sc21)CCCCC3)Nc1ccccc1 | 8 | 0.09 | 1.3 |
| Cc1cnc(N)c2c(=O)oc3ccccc3c12 | · | -0.57 | -0.7 |
| O=C(NCCCc1ccccc1)c1cnc2n(c1=O)CCS2 | -88 | 1.2 | 0.84 |
| CC(C)OC(=O)CCCCCN1C(=O)CSC1=S | 33 | -0.18 | -0.31 |
| CS/C(=C\[N+](=O)[O-])Nc1ccc(Cl)cc1 | 36 | 0.21 | 0.73 |
| COc1ccc(-c2csc3nc(C)nc(N4CCCCC4)c23)cc1OC | -8 | · | · |
